Screening data from PubChem BioAssay.
p53 reactivation: restores transcriptional activity of mutant p53 | H1299 p53-A138V BP100-luciferase reporter, luminescence, 24 h | AID 504706 | 320,000 tested, 0.063% active | Potency, µM (highest dose often 92.2 µM), without a hit: at the highest dose activity change, positive = activation, usual class: activators; further: potency means the concentration at half of the fitted maximal effect; % of control where 0% means no effect; nearly all actives have a fitted effect of over 45% in size
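H1299 (p53-null), stable ts p53-A138V + BP100-Luc; 1000 cells/well, Opti-MEM/10% FBS; cpd 4 pt, 1:5; 24 h, 37 deg C, 5% CO2; detection reagent 10 min RT; luminescence.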
RORgamma inh: inhibitors of mouse ROR gamma transcriptional activity; P51450; Drosophila S2 Gal4-RORgamma UAS-luciferase reporter, 20 h; Potency, µM (doses to about 53.6 µM), without a hit: top-dose activity change, negative = inhibition, actives largely listed as inhibitors; 310,000 tested, 5.4% active; AID 2551; further: potency means the concentration at half of the fitted maximal effect; on the % scale 0 is the no-effect control and ±100 the full control effect; nearly all actives have a fitted effect of over 60% in size
Target sequence (P51450 whole entry, looked up, the tested form may be a part): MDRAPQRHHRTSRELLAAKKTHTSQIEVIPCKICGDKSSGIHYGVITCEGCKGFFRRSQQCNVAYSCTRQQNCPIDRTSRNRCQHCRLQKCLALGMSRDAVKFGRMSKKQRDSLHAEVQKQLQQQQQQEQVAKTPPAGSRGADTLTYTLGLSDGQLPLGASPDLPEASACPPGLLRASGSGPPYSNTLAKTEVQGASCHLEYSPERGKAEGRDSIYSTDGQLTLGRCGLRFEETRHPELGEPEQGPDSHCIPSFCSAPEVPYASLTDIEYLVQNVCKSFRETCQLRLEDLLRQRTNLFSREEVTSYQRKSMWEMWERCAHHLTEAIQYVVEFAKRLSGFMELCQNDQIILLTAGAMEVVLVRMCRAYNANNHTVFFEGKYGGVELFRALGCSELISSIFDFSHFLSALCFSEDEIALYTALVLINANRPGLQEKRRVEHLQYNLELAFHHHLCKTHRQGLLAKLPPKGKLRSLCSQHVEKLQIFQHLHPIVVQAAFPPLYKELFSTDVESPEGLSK
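ROR gamma transcriptional activity was tracked as Gal4-UAS luciferase output in stably transfected Drosophila Schneider cells, with compound added 1 hr before 700 uM copper sulfate induction and a 20 hr ambient-temperature incubation.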
ELG1 DNA repair: inhibitors of ELG1-dependent DNA repair in HEK293T cells; HEK293T ELG1-luciferase reporter, luminescence, 16 h; DNA damage induced by 5-fluorouridine; Potency, µM (highest dose often 46.1 µM), without a hit: at the top dose activity change, negative = inhibition, usual class: inhibitors; 330,000 tested, 2.3% active; further: potency means the concentration at half of the fitted maximal effect; on the % scale 0 is the no-effect control and ±100 the full control effect; nearly all actives have a fitted effect of over 55% in size
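Quantitative HTS, concentration-response format. 2,000 cells/well co-treated with 5-fluorouridine and compound, 16 hr in 5% CO2 at 37 °C; ONE-Glo luminescence read after 30 min.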
BRCA1 expr up: increases BRCA1 expression. Potency, µM (titrated, usually from 46.1 µM), for inactives: top-dose activation, actives largely listed as activators. MCF7-BRCA1-FFLuc reporter, luminescence, 48 h; response scale: scaled: vehicle 0%, 10 µM genistein 100%. 380,000 tested, 1.1% active. AID 624202; further: potency means the concentration at half of the fitted maximal effect; nearly all actives have a fitted effect of over 80% in size; some results filed as inactive show a strong effect at the top dose
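48 h compound treatment of MCF7-BRCA1-FFLuc cells (phenol-red free MEM, 37 °C), then 15 min with luciferase substrate and luminescence imaging.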
Gal4-VP16 FLuc: Gal4-VP16 reporter inhibition counter-screen. Potency, µM (titrated, usually from 53.6 µM), for inactives: at the top dose activity, negative = inhibition, hits mostly inhibitors. Drosophila S2 Gal4-VP16 UAS-luciferase, luminescence, 20 h. 310,000 tested, 3.5% active;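 further: Gal4-VP16 expression switched on by copper sulfate through the metallothionein promoter; potency means the concentration at half of the fitted maximal effect; on the % scale 0 is the no-effect control and ±100 the full control effect; nearly all actives have a fitted effect of over 50% in size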
FLuc counter: inhibits or activates purified firefly luciferase, miR-21 counter-screen; P08659; purified FLuc, Km substrates, luminescence inhibition; Potency, µM (titrated, usually from 57.5 µM), for inactives: at the top dose activity change, negative = inhibition, usual class: inhibitors; 360,000 tested, 6.9% active; AID 588342;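 further: potency means the concentration at half of the fitted maximal effect; plate controls were vehicle for no effect and reference inhibitor for full effect; nearly all actives have a fitted effect of over 55% in size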
Target sequence (P08659 whole entry, looked up): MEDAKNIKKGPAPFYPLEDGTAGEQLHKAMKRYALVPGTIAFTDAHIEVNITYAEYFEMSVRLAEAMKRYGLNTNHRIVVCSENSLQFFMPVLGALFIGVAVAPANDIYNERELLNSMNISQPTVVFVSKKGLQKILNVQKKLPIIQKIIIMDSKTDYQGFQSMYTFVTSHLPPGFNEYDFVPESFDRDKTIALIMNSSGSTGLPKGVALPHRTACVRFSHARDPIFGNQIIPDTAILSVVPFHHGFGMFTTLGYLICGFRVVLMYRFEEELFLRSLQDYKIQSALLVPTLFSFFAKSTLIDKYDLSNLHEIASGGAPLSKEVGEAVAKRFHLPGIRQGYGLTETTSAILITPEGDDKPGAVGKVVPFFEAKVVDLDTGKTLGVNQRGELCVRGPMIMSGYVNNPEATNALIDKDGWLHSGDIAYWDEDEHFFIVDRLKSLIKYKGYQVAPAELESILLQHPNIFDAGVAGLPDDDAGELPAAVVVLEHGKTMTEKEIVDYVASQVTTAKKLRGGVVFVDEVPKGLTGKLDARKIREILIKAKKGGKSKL
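Purified P. pyralis luciferase (10nM final) with 10uM D-luciferin and 10uM ATP (Km levels) in 50mM Tris acetate pH 7.5, 10mM Mg acetate, 0.01% Tween-20, 0.05% BSA; qHTS 6-point titration, ~60 µM downward; luminescence read.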
NPC1 prom act: activates the NPC1 promoter. Huh7 NPC1 promoter luciferase reporter, 24 h. AID 485313. 320,000 tested, 2.4% active. Potency, µM (top dose mostly 9.22 µM), without a hit: at the top dose activation, actives largely listed as activators;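 further: potency means the concentration at half of the fitted maximal effect; % of control where 0% means no effect; nearly all actives have a fitted effect of over 60% in size; reporter is driven by a mutant NPC1 promoter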
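Compounds in DMSO were transferred onto Huh7 NPC1-luciferase reporter cells pre-incubated 2 h; after 24 h at 37 °C, Amplite reagent was dispensed and luminescence recorded 10 min later.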
Rab9 promoter act: activates the Rab9 promoter; 320,000 tested, 2.8% active; Potency, µM (doses to about 9.22 µM), inactives show at the top dose activation, negative = inhibition, most hits filed as activators; Huh7 Rab9 promoter-luciferase reporter, luminescence, 24 h; AID 485297; further: potency means the concentration at half of the fitted maximal effect; % of control where 0% means no effect; nearly all actives have a fitted effect of over 60% in size
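Measured in stably transfected Huh7 cells bearing a Rab9 promoter–luciferase construct: 24 h compound treatment at 37 °C, followed by luminescence detection.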
ELG1 genotoxic: induces genotoxicity in HEK293T cells with luciferase-tagged ELG1. AID 504466. Potency, µM (titrated, usually from 46 µM), for the others: at the highest dose activity change, positive = activation, usual class: activators. 330,000 tested, 1.3% active. HEK293T ELG1-luciferase reporter, luminescence, 16 h; further: potency means the concentration at half of the fitted maximal effect; % of control where 0% means no effect; nearly all actives have a fitted effect of over 60% in size
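After overnight (16 hr) compound treatment at 37 °C, ELG1-luciferase HEK293T cells were lysed with ONE-Glo; luminescence quantified 30 min later at room temperature.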
Tb PFK inh: inhibitors of T. brucei phosphofructokinase | T. brucei PFK, ADP-Glo luminescence | 330,000 tested, 0.17% active | AID 485367 | Potency, µM (highest dose often 57.5 µM), without a hit: at the highest dose activity, negative = inhibition, most hits filed as inhibitors | O15648;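 further: potency means the concentration at half of the fitted maximal effect; 0% = uninhibited 1x PFK enzyme wells and -100% = no-enzyme wells; nearly all actives have a fitted effect of over 60% in size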
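Luminescent ADP detection (ADP-Glo, two-step: ATP depletion then ADP-to-ATP conversion for luciferase) reported PFK activity after 45 min room-temperature reaction of 1.25 nM enzyme with 0.5 mM F6P and 0.1 mM ATP at pH 8.0.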
TRPV1 agonist: agonists of human vanilloid receptor 1 (TRPV1); activation, % at 8.33 µM; 320,000 tested, 0.19% active; TRPV1-expressing cells, Fluo-8 calcium influx, agonist mode; Q8NER1; in the data active means activation above about 80%; inconclusive means between about 30% and that limit; further: 0% is about no effect
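TRPV1-expressing cells were cultured overnight at 35.5C and loaded with Fluo-8 calcium dye for 40 to 90 min at room temperature. After a 10 s baseline, compound was added and calcium influx was read kinetically for 3 min (ex 480/em 520 nm).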
* hit, by the source's call; ? = inconclusive; · = not tested or not shown; & = joins results of further samples; [ ] = dose if it differs, or a comment. Unless noted, the call rests on the fitted dose curve; in most records, active means well fitted curve in the direction sought with a large enough effect; inconclusive means small, poorly fitted or top-dose-only effect, or another doubt; inactive means no such curve, though single readings can be large; an effect the other way counts as inactive or inconclusive.

SMILES	p53 reactivation	RORgamma inh	ELG1 DNA repair	BRCA1 expr up	Gal4-VP16 FLuc	FLuc counter	NPC1 prom act	Rab9 promoter act	ELG1 genotoxic	Tb PFK inh	TRPV1 agonist
COc1ccc(NS(=O)(=O)c2ccc(O)c([N+](=O)[O-])c2)cc1S(=O)(=O)N1CCCCC1	-7%	·	-3%	-23%	·	·	·	·	2%	-4%	·
O=S(=O)(NCC(c1ccc2c(c1)OCO2)N1CCOCC1)c1ccc(Br)cc1 (stereo not given)	-7%	·	17%	-9%	·	0%	1%	1%	0%	4%	5
O=C(COn1nnc2ccccc21)N1CCN(Cc2ccccc2)CC1	23%	0%	?	?	5%	-17%	?	?	?	-4%	7
O=C(O)c1cccnc1SC1CC(=O)N(c2cccc(C(F)(F)F)c2)C1=O (stereo not given)	0%	3%	6%	17%	-4%	2%	0%	-2%	-6%	-3%	2
CCOC(=O)C1=C(COC(=O)COc2ccc(C(C)=O)cc2)NC(=O)NC1C (stereo not given)	2%	·	3%	-25%	·	1%	-3%	-2%	-7%	-1%	-2
Cc1ccc[n+](CC(=O)c2cc3ccccc3oc2=O)c1	9%	-11%	0%	3%	?	?	1%	-3%	2%	-11%	0
CCn1c(SCC(=O)OCc2ccccc2)nnc1-c1ccco1	9%	16%	2%	4%	-6%	-12%	1%	-2%	4%	0%	2
COCCCN1C(=O)c2ccc(C(=O)Nc3ccccc3Cl)cc2C1=O	2%	2%	-2%	-2%	-2%	?	17%	-4%	0%	1%	?
Cc1ccc(S(=O)(=O)N/N=C/c2c[nH]c3ccccc23)cc1	-4%	-1%	?	-25%	-9%	?	-1%	22%	-6%	1%	-5
Cc1cccn2c(CNCCc3ccco3)c(C(=O)N3CCOCC3)nc12	·	·	-2%	-10%	·	-1%	-1%	0%	-2%	-1%	3
CCOc1[nH]n(-c2ccccc2)c(=O)c1C=Nc1ccc(C)cc1	-2%	22%	-3%	16%	-6%	-16%	-2%	3%	0%	-4%	5
COc1ccc(NC(=O)/C(C#N)=C\c2ccc(-c3cccc(C(=O)O)c3C)o2)cc1	7%	4µM*	13%	82%	?	8.5µM*	7%	22%	-2%	-16%	-2
CCN1CCN(c2cc(C)c3cc(NC(=O)c4ccncc4)ccc3n2)CC1	0%	-10%	?	3%	-6%	-2%	0%	1%	-7%	-1%	·
Cc1ccc(N(CCC#N)C(=O)COC(=O)c2nc3nc(C)cc(C)n3n2)cc1	-2%	·	3%	2%	·	2%	1%	-1%	-1%	-3%	-1
O=C(N=Nc1c(O)n(Cc2ccccc2)c2ccccc12)c1ccc(O)cc1	?	?	?	-34%	-26%	0.95µM*	?	?	?	-1%	2
CCOC(=O)N1CCC(NC(=O)Cn2cccc2C(=O)c2ccccc2)CC1	-4%	-1%	-2%	-4%	-17%	-1%	5%	-5%	-1%	-7%	-10
COc1ccc(C2/C=C\CN(C(=O)C3CCCCC3)CC(=O)N2Cc2ccc(F)cc2)cc1 (stereo not given)	-2%	23%&34%	17%	-11%	-2%&11%	1%	-2%	-7%	0%	?	13
Cc1ccc(CNS(=O)(=O)c2ccc(Br)s2)cc1	2%	-7%	-4%	26%	18%	3%	-2%	10%	-3%	1%	?
COc1ccc(NC(=O)CN2C(=O)CC(C)(C)S(=O)(=O)c3ccccc32)cc1	0%	1%	13%	6%	0%	-9%	-2%	-8%	1%	-7%	·
COCCOc1ccc(C(F)(F)F)cc1NC(=O)COC(=O)C12CC3CC(CC(O)(C3)C1)C2	1%	-41%	-1%	-13%	29%	4%	3%	-1%	0%	-4%	4
Cn1c(Cn2c(=O)sc3ccccc32)nnc1SCC(=O)N1CCCCCC1	4%	-20%	2%	1%	13%	4%	-2%	1%	3%	-2%	0
COC(=O)C(CC(C)C)N(Cc1cc(OC)cc(OC)c1)S(=O)(=O)c1ccccc1Br (stereo not given)	-2%	·	?	-35%	·	·	·	·	-6%	-4%	·
CC(C)(C)C1CCC2(CC1)C(C#N)=C(SCC(=O)NC1CCCCC1)NC(=O)C2C#N (stereo not given)	11%	38%	?	-58%	-20%	2%	-1%	0%	-12%	-3%	2
FC(F)(F)c1cc(-c2ccc(Cl)cc2)nc(NCc2cccnc2)n1	-5%	-38%	21µM*	-56%	-11%	-1%	0%	-3%	-1%	-5%	3
CCOc1ccc(NC(=O)C(=O)N/N=C/c2cccnc2)cc1	-3%	1%	7%	8%	-3%	2%	2%	0%	-6%	4%	-7
COc1ccc(/C=N/NC(=O)C(=O)N2CCN(c3ccccc3OC)CC2)cc1	4%	11%	1%	-4%	-4%	-2%	-3%	-3%	1%	-3%	1
COC(=O)c1cnn2c(C(F)(F)F)cc(-c3ccc(F)cc3)nc12	-2%	-31%	1%	-8%	-1%	-1%	-5%	-1%	-3%	0%	-10
CC1CCCCN1CCNC(=O)CN1C(=O)CSc2ccc(S(=O)(=O)N3CCCCC3)cc21 (stereo not given)	7%	-8%	1%	13%	-6%	1%	-1%	-1%	1%	-5%	2
CC(=O)Nc1cc(OC(C)=O)c2nonc2c1OC(C)=O	-33%[inhibitor]	11µM*	?	-62%	?	-12%	-18%	-23%	-9%	1%	-3
COc1ccc(-n2c(=O)c3ccccc3n(Cc3ccc(F)cc3)c2=O)cc1OC	-9%	-4%	?	-26%	-13%	0%	-6%	-13%	0%	-5%	-3
O=C(Nc1ccc(N2CCOCC2)cc1)Nc1ccc(Cl)c(Cl)c1	?	?	?	?	22%	?	29%	35%	16%	-13%	?
CCOC(=O)CNc1nc(Cl)nc(N2CCCCC2)n1	2%	32%	0%	2%	-6%	-2%	-7%	-5%	-1%	1%	10
O=C(N/N=C/c1cc2c(cc1Cl)OCO2)c1ccncc1	25%	16%	-2%	-4%	0%	-13%	2%	0%	1%	-4%	13
CC(OC(=O)c1cc(=O)[nH]c2ccccc12)C(=O)Nc1ccc(Cl)cn1 (stereo not given)	-3%	·	?	-1%	·	4%	0%	-2%	4%	-3%	-1
O=c1ccc2ccc(OCc3nnc(-c4ccccc4Br)o3)cc2o1	13%	3%	29%	?	-2%	?	3%	6%	11%	0%	8
COc1ccc(CCC(=O)Nc2nnc(C(C)(C)C)s2)cc1	·	·	6%	7%	·	0%	4%	4%	0%	-3%	2
Cc1ccc(OCC(=O)N(Cc2ccccc2)c2ccccn2)cc1	-2%	19%	0%	-25%	2%	-9%	0%	-2%	1%	-4%	12
COc1c(C(C)C)cc(NC(C)=O)cc1C(C)C	3%	0%	2%	1%	7%	-1%	-2%	-4%	-1%	-1%	11
Cc1nn(CCCC(=O)N2CCc3ccccc3C2)c(=O)c2cc3sccc3n12	-8%	21%	-4%	9%	-5%	-13%	-1%	-8%	1%	2%	16
COc1ccccc1C(=O)Nc1ccnn1C1CCN(Cc2cc(C)c(C)cc2C)CC1	6%	8%	23µM*	-69%	-12%	-1%	-5%	-8%	-10%	-1%	1
O=C(Nc1ccccc1)c1ccc2c(c1)OCCCO2	-6%	?	?	13µM*	?	1.2µM*	0.5µM*	0.56µM*	0.52µM*	-13%	?
Cc1oc(-c2ccccc2F)nc1CN1CCC(C(=O)NCc2cccs2)CC1	-15%	0%	-3%	-32%	-4%	-3%	7%	6%	0%	-4%	7
O=C(NCc1ccc2c(c1)OCO2)c1ccc2c(c1)C(=O)N(CC1CCCO1)C2=O (stereo not given)	2%	7%	5%	-6%	0%	0%	3%	-4%	0%	-17%	1
CSc1ccccc1NC(=O)CN(C)CC(=O)Nc1ccc(N2CCOCC2)cc1	0%	1%	-19%	-11%	8%[10 µM]	6%	-1%	-5%	-10%	-4%	5
O=C(NCCN1CCOCC1)c1cccc(S(=O)(=O)Nc2ccc(Br)cc2)c1	-9%	·	-1%	3%	·	-1%	1%	-5%	0%	0%	0
CCNc1nc(NC(C)C)nc(N(C#N)CC(=O)OC)n1	0%	7%	13%	-5%	-4%	-3%	-1%	0%	-1%	-5%	2
O=C1CCC([N+](=O)[O-])C(c2cccc3ccccc23)N1 (stereo not given)	-1%	1%	-8%	42%	4%	-2%	-4%	0%	0%	0%	-3
Cc1ccccc1-n1cc[nH]c1=S	-2%	?	-7%	11%	9%	-2%	-2%	-6%	0%	-1%	3
